# Assay outcomes deposited in PubChem BioAssay by National Center for Advancing Translational Sciences (NCATS).
# TDP1 cell noCPT: qHTS for Inhibitors of human tyrosyl-DNA phosphodiesterase 1 (TDP1): qHTS in cells in absence of CPT. hit rate 15% among 420,000. Potency, µM (doses to about 46.2 µM), without a hit: at the highest dose activity change, negative = growth inhibition, actives largely listed as inhibitors. DT40 Tdp1-/- hTDP1 cells, no CPT, ATP luminescence, 48 h. AID 686978, 2013; also: nearly all actives have a fitted effect of over 55% in size
#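 Cells were dispensed at 400 per well, compounds added by pin tool, plates incubated ≥48 hr at 37 °C, then CellTiter-Glo added for 30 min at room temperature before luminescence reading. Line: DT40 Tdp1-/- complemented with hTDP1; camptothecin omitted.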
# KAT2A inh: inhibitors of human GCN5L2 histone acetyltransferase | Q92830 | GCN5L2 HAT assay, ThioGlo1 CoA-SH fluorescence | Potency, µM (doses to about 58.9 µM), for inactives: top-dose activity change, negative = inhibition, usual class: inhibitors | hit rate 0.21% among 390,000 | AID 504327
# Target sequence (Q92830 whole entry, looked up): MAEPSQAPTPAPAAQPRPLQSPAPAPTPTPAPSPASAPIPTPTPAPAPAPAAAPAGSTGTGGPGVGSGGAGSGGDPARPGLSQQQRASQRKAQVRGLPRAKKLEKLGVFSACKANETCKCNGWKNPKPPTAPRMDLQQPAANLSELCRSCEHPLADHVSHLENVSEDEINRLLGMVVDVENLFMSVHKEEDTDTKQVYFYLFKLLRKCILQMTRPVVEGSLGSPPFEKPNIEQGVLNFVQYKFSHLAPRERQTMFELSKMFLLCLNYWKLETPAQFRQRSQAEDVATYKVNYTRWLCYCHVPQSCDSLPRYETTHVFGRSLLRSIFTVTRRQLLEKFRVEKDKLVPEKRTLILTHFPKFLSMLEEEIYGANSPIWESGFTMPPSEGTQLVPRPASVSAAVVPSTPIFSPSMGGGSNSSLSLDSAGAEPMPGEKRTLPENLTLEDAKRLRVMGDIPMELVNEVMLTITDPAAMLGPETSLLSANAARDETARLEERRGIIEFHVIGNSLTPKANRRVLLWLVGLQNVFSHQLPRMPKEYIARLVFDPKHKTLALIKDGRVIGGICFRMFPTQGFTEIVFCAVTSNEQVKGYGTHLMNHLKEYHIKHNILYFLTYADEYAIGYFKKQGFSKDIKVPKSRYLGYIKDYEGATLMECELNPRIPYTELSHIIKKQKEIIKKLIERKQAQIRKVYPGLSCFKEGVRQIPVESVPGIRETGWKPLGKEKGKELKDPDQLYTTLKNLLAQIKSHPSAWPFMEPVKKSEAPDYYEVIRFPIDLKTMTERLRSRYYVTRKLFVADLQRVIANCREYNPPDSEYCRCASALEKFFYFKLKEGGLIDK
#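 GCN5L2 (20 nM) in 50mM HEPES pH 7.5, 0.1mM EDTA, 0.01% Tween-20 preincubated 15 min with compounds at room temperature. Reaction started with H3(1-25) 75uM, acetyl-CoA 70uM, ThioGlo1 50uM; CoA-thiol fluorescence (Ex340/Em540) read at 0 and 20 min.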
# TDP1 cell CPT: growth inhibition of DT40 Tdp1-/-;hTDP1 cells with camptothecin (screen for TDP1 inhibitors). chicken DT40 Tdp1-/-;hTDP1 cells + 20 nM CPT, ATP luminescence, 48 h. hit rate 12% among 420,000. Potency, µM (doses to about 46.2 µM), for inactives: at the top dose activity change, negative = growth inhibition, usual class: inhibitors; also: nearly all actives have a fitted effect of over 55% in size
#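 Chicken DT40 Tdp1-/- cells complemented with human TDP1, 400 cells/well, exposed to compounds plus 20 nM camptothecin for at least 48 h at 37 C; viability read as ATP content by CellTiter-Glo luminescence.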
# * hit, by the source's call; ? = inconclusive; / = not tested or not shown; & = joins results of further samples; [ ] = remark or other dose. Calls follow the shape of the dose curve; as a rule, active = well fitted curve in the direction sought with a large enough effect; inconclusive = small, poorly fitted or top-dose-only effect, or another doubt; inactive = no such curve, though single readings can be large; an effect the other way counts as inactive or inconclusive. % is scaled to controls: 0 for no effect and ±100 for the full control effect; potency is read from the fitted curve at half-maximal effect. These rows are one share of the data. The share of hits here may be higher or lower than overall.
SMILES | TDP1 cell noCPT | KAT2A inh | TDP1 cell CPT
CCn1c(SC(C)C(=O)O)nc2sc3c(c2c1=O)CCC3 (stereo unspecified) | -5% | -14% | -13%
Cc1cccc(C)c1NC(=O)CSc1ncc2c(n1)-c1ccc(Cl)cc1N(Cc1ccccc1)S2(=O)=O | 16µM* | 27% | ?
CCc1cc2cc(C)ccc2nc1SCC(=O)Nc1cc(C)on1 | -1% | -10% | 7%
CC(=O)N1c2ccccc2NC2=C(C(=O)CCC2)C1c1ccco1 (stereo unspecified) | ? | -10% | ?
CCN(CC(=O)Nc1cc(Cl)ccc1C)C(=O)CCOc1ccccc1C | ? | -3% | ?
Cc1cc(C)c(NC(=S)N(C)C)cc1C | 6% | 6% | 1%
COc1cccc(C(c2nnnn2Cc2ccccc2)N2CCN(C3CCCC3)CC2)c1OC (stereo unspecified) | ? | 1% | ?
Cc1nnc(SCC(=O)Nc2cccc(S(=O)(=O)N3CCCCC3)c2)s1 | ? | -6% | -16%
CCOC(=O)c1c(S(=O)(=O)NCC(=O)Nc2ccc(C(C)=O)cc2)c(C)n(C)c1C | -18% | -5% | -25%
CC(=O)c1ccc(OCc2nnn(CC(=O)O)c2-c2ccccc2)cc1 | 6% | / | 5%
CCN(CC)S(=O)(=O)c1cccc(-c2cn3cc(C)ccc3n2)c1 | 18µM* | -9% | 21µM*
CC1(C(=O)Nc2cccc3ccccc23)CCN1C(=O)Cc1ccccc1Cl (stereo unspecified) | ? | / | ?
S=c1nc(NCCc2ccccc2Cl)c2ccccc2[nH]1 | 26µM* | -21% | -28%
O=C(CN1C(=O)c2ccc([N+](=O)[O-])cc2C1=O)Nc1ccccc1N1CCCC1 | -15% | 0% | 6%
CC(C)C[C@H]1CN(CCCC[C@H]2CNC(=O)C(=O)N2CCC2CCCCC2)C(=O)C(=O)N1CC1CCCCC1 | 18µM* | / | 16µM*

# Entries above containing a COOH group:
SMILES | TDP1 cell noCPT | KAT2A inh | TDP1 cell CPT
CCn1c(SC(C)C(=O)O)nc2sc3c(c2c1=O)CCC3 (stereo unspecified) | -5% | -14% | -13%
CC(=O)c1ccc(OCc2nnn(CC(=O)O)c2-c2ccccc2)cc1 | 6% | / | 5%

# Next entries.
SMILES | TDP1 cell noCPT | KAT2A inh | TDP1 cell CPT
COc1ccc(NC(=O)NCc2ccncc2)c(OC)c1 | 17% | -6% | 7%
Cc1cc(Cl)cc(Cl)c1OCCOCCN(C)C | 15µM* | 0% | ?
Cc1cccc(-c2sc(Nc3ccccc3)n[n+]2-c2ccc(F)cc2)c1 | 9.2µM* | -6% | 7.3µM*
COc1ccc(CN2CCCC(N3CCc4ccccc4C3)C2)c(O)c1 (stereo unspecified) | -21% | -2% | ?
N#CC(CCc1ccc([N+](=O)[O-])cc1)(CCc1ccc([N+](=O)[O-])cc1)C(N)=O | 13µM* | / | 23µM*
CCO[C@H]1OC(C(=O)N2CCCCCCC2)=C[C@@H](c2coc3ccccc3c2=O)[C@@H]1CCCO | ? | -1% | ?
COc1ccc(S(=O)(=O)N2CCOC2CNC(=O)C(=O)NCCc2ccccc2OC)cc1 (stereo unspecified) | -29% | -1% | -28%
CCC(C(=O)OCC(=O)Nc1cc(C)ccc1OC)c1ccccc1 (stereo unspecified) | ? | -10% | 33%[activator]
COc1ccc(C(=O)NCC(=O)N2CCN(C(=O)c3ccco3)CC2)cc1 | -18% | -6% | 8%
CCCNC(=O)C1(C)CCCN(C/C=C/c2ccccc2)C1 (stereo unspecified) | -25% | / | -24%
COc1ccc(S(=O)(=O)N2CCN(CCOc3ccccc3Cl)CC2)cc1OC | ? | -2% | 23µM*
O=[N+]([O-])c1ccc(S(=O)(=O)N2CCN(c3ccnc4cc(Cl)ccc34)CC2)cc1 | ? | -6% | 18µM*
O=C1CN(C(=O)COC(=O)c2ccc([N+](=O)[O-])o2)c2ccccc2N1 | -24% | -5% | -14%
CCC(C)[C@H](NC(=O)OC(C)(C)C)C(=O)N/N=C/C1=Cc2ccccc2OC1 (stereo partly specified) | ? | -4% | ?
Clc1ccccc1C1=Nn2c(nnc2-c2ccncc2)SC1 | 10µM* | -1% | 6.5µM*

# Later entries:
SMILES | TDP1 cell noCPT | KAT2A inh | TDP1 cell CPT
CCCCCCCCOC(=O)c1nc(Cl)c(Cl)c(N)c1Cl | ? | -16% | -3%
CCCC1(C(=O)OC)NC(c2ccc(OC)c(OC)c2)C2C(=O)N(c3cccc(C(C)=O)c3)C(=O)C21 (stereo unspecified) | -11% | -3% | -3%
O=C(NC(Cc1ccccc1)c1ccc2c(c1)OCCCO2)c1ccc(F)cc1 (stereo unspecified) | ? | -6% | ?
O=C(Cn1c(=O)oc2cc(S(=O)(=O)N3CCCC3)ccc21)N1CCCC1 | -3% | 0% | 6%
Oc1cccnc1CN1CCCCC1 | -1% | / | -13%
CCN1CCN(c2sc(S(=O)(=O)CC)nc2S(=O)(=O)c2ccc(C)cc2)CC1 | -7% | / | -4%
CC(C)(C)OC(=O)NNC1CC(=O)N(c2ccccc2F)C1=O (stereo unspecified) | 13% | 5% | -5%
COCCNC(=O)Cn1c(=O)n(C)c2ccccc21 | -7% | -4% | 1%
CCOC(=O)c1ccc(-c2ccc(/C=N/NC(=O)CN(c3cccc(C)c3)S(C)(=O)=O)o2)cc1 | 15µM* | -4% | ?
CCN(CC)S(=O)(=O)c1ccc(C(=O)NCCc2ccccn2)cc1 | 0% | -1% | 9%
CCN(CC)C(=O)CSc1nc2ccsc2c(=O)n1CCCC(=O)NCCc1ccc(S(N)(=O)=O)cc1 | 29µM* | -1% | 4.1µM*
O=C(OCC(=O)N(CCc1ccccc1)Cc1ccccc1)c1ccc(F)c(S(=O)(=O)N2CCOCC2)c1 | 2.9µM* | / | ?
COC(=O)c1ccccc1S(=O)(=O)N1CCC(C(=O)NC2CCCCC2)CC1 | 7% | 2% | 7%
CC(C)N1CCC(=NNc2ccc(S(=O)(=O)N3CCOCC3)cc2[N+](=O)[O-])CC1 | ? | 2% | -21%
Cc1[nH][nH]c(=O)c1C(c1ccc2c(c1)OCO2)c1c(C)[nH][nH]c1=O | ? | -7% | ?

# (next part)
SMILES | TDP1 cell noCPT | KAT2A inh | TDP1 cell CPT
CCCn1c(SCC(=O)c2cc(OC)ccc2OC)nnc1C(C)C | ? | 3% | 16µM*
CN(C)S(=O)(=O)c1ccc(Cl)c(C(=O)NCc2ccco2)c1 | -9% | -6%[0.501 µM] | -9%
CCCn1nnnc1NCc1cccc(OC)c1OC | 0% | 0% | 2%
CCOc1ccc(-c2cc(C(=O)O)c3ccccc3n2)cc1 | ? | -22% | ?
CC1CCCN(S(=O)(=O)c2ccc(NC(=O)[C@@H]3CCCN3C(=O)c3cccs3)cc2)C1 (stereo partly specified) | ? | -5% | ?
COc1ccc(NC(=O)Nc2ccc(C(C)C)cc2)cc1 | -24% | -4% | -20%
CNC(=S)N/N=C/c1cccc(OCc2ccccc2F)c1 | 23µM* | -5% | ?
O=c1c(-c2ccc(F)cc2)nc2cnc(N3CCNCC3)nc2n1Cc1cccs1 | ? | -23% | ?
Cc1ccc(C2=C(CC(=O)O)C(=O)CC2)cc1 | ? | -2% | -6%
Cc1cccc2c(=O)cc(C)n(CC(=O)N3CCOCC3)c12 | 3% | -2% | -3%
CN(C)S(=O)(=O)NCC1CCCN(Cc2ccc(-c3ccccc3)cc2)C1 (stereo unspecified) | ? | -24% | ?
CSCCC(NC(=O)c1ccc([N+](=O)[O-])cc1Cl)C(=O)OC(C)C(=O)NCc1ccco1 (stereo unspecified) | 0% | 6% | -30%
CCO[C@H]1OC(C(N)=O)=C[C@@H](C2CC2)[C@@H]1CCCO | 0% | / | 10%
CCOC(=O)c1cccc(NC(=O)Cn2cc3c(n2)CCC(C)C3)c1 (stereo unspecified) | -14% | -1% | ?
NC(=O)c1cccc(-c2ccnc3c2CC(C(=O)Nc2ccc(Cl)cc2)O3)c1 (stereo unspecified) | 13µM* | / | 23µM*

# The listing continues:
SMILES | TDP1 cell noCPT | KAT2A inh | TDP1 cell CPT
Cc1ccnc(NC(=O)CCC(=O)N(CC(=O)NC2CCCCC2)Cc2ccccc2)c1 | -17% | 2% | 1%
COC(=O)[C@]12CCCCC=C1N(Cc1ccccc1)C(=O)[C@H](CC(=O)N1CCSCC1)C2 | ? | / | ?
COc1ccccc1/C=C/C=N/NC(=O)CN1CCN(Cc2ccccc2)CC1 | -25% | -9% | 1%
Clc1cccc(CNCCCSc2ncccn2)c1 | -24% | 1% | -18%
CCN(C(=O)COC(=O)c1ccccc1O)c1nc2ccccc2s1 | -1% | 1% | 4%
COCCn1c(=N)c(C(=O)NCc2ccco2)cc2c(=O)n3cc(C)ccc3nc21 | 6%&-13% | -14%&-3% | 20%&-12%
CCOc1cc(C2NC(=O)NC(C)=C2C(=O)OCC2CCCCC2)ccc1O (stereo unspecified) | ? | -5% | ?
Cc1ccccc1S(=O)(=O)NC(=O)C1(C)CCN1C(=O)C1(c2ccc(Cl)cc2)CC1 (stereo unspecified) | -13% | / | -24%
C/C(O)=C(\C#N)c1nnc2n1CCCCC2 | 10% | -3% | 21%
COCC(C)n1c(SCC(=O)N2CCCCC2)nc2ccccc2c1=O (stereo unspecified) | ? | -2% | ?
CCC(CO)Nc1nc(CN2CCCCC2)nc2scc(-c3ccccc3)c12 (stereo unspecified) | ? | 33%[activator] | ?
Cc1ccc(N(CC(=O)NC(C)(C)C)C(=O)CCC(=O)Nc2nccs2)cc1C | -3% | -25% | -6%
CC1CCCCN1S(=O)(=O)c1ccc(C(=O)N2CCOCC2)cc1 (stereo unspecified) | -2% | -2% | 2%
CCOc1ccccc1NC(=O)CSc1nccn1-c1ccccc1 | 3% | ? | -5%
Cc1c(OCC(N)=O)ccc2c(-c3ccccc3)cc(=O)oc12 | -24% | -5% | -2%

# (continued)
SMILES | TDP1 cell noCPT | KAT2A inh | TDP1 cell CPT
CC(C)CCN(CC(=O)NC1CCCC1)C(=O)C(=O)Nc1ccc2c(c1)OCCO2 | -6% | -7% | 1%
Cn1cccc1C(=O)C(=O)Nc1ccccc1 | ? | -3% | -7%
NC1=NC(=O)C(c2ccccc2)C(=O)N1 (stereo unspecified) | 5% | / | 16%
CCOc1cc(/C=N/NC(=O)CSc2cccc3cccnc23)ccc1O | ? | -7% | 0%
COc1cccc(OC)c1C(=O)Nc1nc2ccc(S(C)(=O)=O)cc2s1 | 7% | -1% | -13%
O=C1CSC(c2cccc(F)c2)N1c1ccccc1F (stereo unspecified) | -21% | -4% | -12%
Oc1cccc(CCC2CCCCN2Cc2cn[nH]c2-c2ccc3c(c2)OCO3)c1 (stereo unspecified) | -6% | -7% | 4%
Cc1cc(Br)cc(Br)c1OCC(=O)NNC(=O)c1ccoc1C | -7% | -8% | -5%
O=S(=O)(NC1CCCCC1)c1ccc(F)c2ccccc12 | -15% | -9% | 21%
Cc1cc2c3nonc3ccc2n1-c1ccccc1 | ? | ? | -11%
COc1cccc(NC(=S)NN2CCN(C)CC2)c1 | 0% | 4% | 29µM*
CCc1c(O)nc(SCC(=O)N2CCOCC2)n(-c2ccccc2)c1=O | -15% | 2% | -8%
CC(C(=O)Nc1ccc([N+](=O)[O-])cc1)N1CCN(C/C=C/c2ccccc2)CC1 (stereo unspecified) | ? | -5% | ?
COCCN(C(=O)COC(=O)C1(c2ccccc2)CC1)c1c(N)n(CC(C)C)c(=O)[nH]c1=O | -14% | 1% | 1%
Cc1cccc(NC(=O)CSc2nc3ccccc3nc2N2CCCCC2)c1C | 12µM* | -4% | 23µM*

# Following part:
SMILES | TDP1 cell noCPT | KAT2A inh | TDP1 cell CPT
O=c1c(C=NCc2cccnc2)c(C(F)(F)F)[nH]n1-c1nc2ccccc2s1 | -23% | -11% | -7%
c1ccc(COc2ccccc2CNC23CC4CC(CC(C4)C2)C3)cc1 | 15µM* | 19% | 18µM*
COCC(C)N1CCC(n2nccc2NC(=O)c2ccc3c(c2)OCO3)CC1 (stereo unspecified) | 6% | -4% | 4%
C[C@H](CO)N1C[C@H](C)[C@@H](CN(C)C(=O)Nc2ccccc2)Oc2c(cccc2N(C)C)C1=O | -13% | 1% | -4%
COc1c(/C=N/NC(N)=S)c(C)nn1-c1ccccc1 | ? | 2% | ?

# One compound at a time, as listed above:
# Listed for COc1c(/C=N/NC(N)=S)c(C)nn1-c1ccccc1 = TDP1 cell noCPT = ?; KAT2A inh = 2%; TDP1 cell CPT = ?
# Listed for O=c1c(C=NCc2cccnc2)c(C(F)(F)F)[nH]n1-c1nc2ccccc2s1 = TDP1 cell noCPT = -23%; KAT2A inh = -11%; TDP1 cell CPT = -7%
